Source: PubChem BioAssay
IDE inh = human IDE inhibitors in live cells, primary screen, fluorescence polarization, HEK cells, FAbetaB substrate; FAbetaB cleavage; inhibition, % at 5.59 µM; 0.41% of 320,000 active;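 active means percent inhibition above the average of all tested compounds plus 3 SD, set per screening campaign, cut at about 16% in these data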;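 further: IDE supplied by intact live HEK cells; FP after avidin binding of uncleaved biotin substrate so inhibition keeps polarization high; 0% = DMSO wells and 100% = 60 µM reference IDE inhibitor Ii1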
CRFR2-BP antag = antagonists of CRF-BP/CRF-R2 complex, primary screen, cell-based, HEK293, calcium dye fluorescence, uHTS. CRF-induced calcium fluorescence. inhibition, % at 11.8 µM. 0.59% of 350,000 active. AID 588475, 2011;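 active means inhibition of the ligand-induced calcium signal above about 50% at the single tested concentration, limit read from the data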
UBC9 SUMO inh = inhibitors of in vitro SUMOylation cascade, primary screen, biochemical, HTRF, uHTS | HTRF SUMOylation assay, SAE1/SAE2 + UBC9 | inhibition, % at 35 µM | 0.36% of 290,000 active; in the data active means inhibition above about 50%, passing the limit was not always enough; further: strong numbers were not always called active
GalR3 antag = GalR3 antagonists in HEK293 cells, primary screen, cell-based, fluorescence readout. inhibition, % at 3 µM. HEK293 GalR3-CNG cAMP membrane potential fluorescence; galR3 body fused to GalR1 C-terminus. 0.44% of 360,000 active. AID 651719, 2012;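 active means inhibition above the screen-wide average plus 3 SD, cut at about 13% in these data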;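 further: forskolin and galanin both at EC90 stimulate the cells; cAMP rise reported by CNG channel membrane potential dye signal; 0% = forskolin plus galanin with DMSO and 100% = forskolin alone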
IMP-1 inhibitor = IMP-1 metallo-beta-lactamase inhibitors, primary screen, biochemical, epi-absorbance readout, Pseudomonas aeruginosa enzyme; inhibition, % at 5.6 µM; purified IMP-1, nitrocefin hydrolysis, epi-absorbance fluorescence; 0.45% of 290,000 active; AID 1556, 2009;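 active means inhibition above the mean plus 3 SD of all compounds in the same screening run, cut at about 4.5% in these data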;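 further: 0% = IMP-1 with DMSO and 100% = DMSO wells lacking enzyme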
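System: Purified IMP-1 | Read-out basis: Percent enzyme inhibition | Controls: IMP-1 with DMSO as 0%, enzyme-free DMSO as 100% | Replicates: One well per compound | Doses: 5.6 µM nominal single concentration | Detection: Epi-absorbance fluorescence, 480 nm excitation, 530 nm emission | Incubation: 25 °C, 15 min preincubation, 25 min reaction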
p-CIP stab down = p/CIP-EGFP fusion destabilizers, primary screen, fluorescence, F442A cells; AID 1984, 2009; decrease of EGFP signal, % at 10 µM; Q05BA5; 16 h; 0.01% of 290,000 active;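 active means EGFP signal decrease of at least 30% at 10 µM or well 3 SD below plate mean, unless failing retest; inactive means the rest, including hits failing retest or dose response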; further: some compounds called inactive have numbers as strong as hits; many of its hits are not listed in these tables
VIM-2 inh = VIM-2 metallo-beta-lactamase inhibitors, primary screen, biochemical, epi-absorbance readout, Pseudomonas aeruginosa enzyme; purified VIM-2, nitrocefin hydrolysis, epi-absorbance fluorescence; inhibition, % at 5.6 µM; 0.89% of 290,000 active; AID 1527, 2009;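 active means inhibition above the mean of all tested compounds plus 3 SD, cutoff set per screening run, cut at about 7.5% in these data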;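 further: red hydrolysis product quenches plate fluorescence so inhibitors raise well fluorescence; 0% = enzyme with DMSO and 100% = DMSO without enzyme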
NS3 helicase inh = inhibitors of HCV NS3 helicase, primary screen, biochemical, Cy5 molecular beacon fluorescence. inhibition, % at 10.9 µM. NS3 helicase DNA unwinding. 0.56% of 290,000 active. AID 1800, 2009;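 active means inhibition above the mean of all tested compounds plus 3 SD, set per campaign, cut at about 35% in these data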;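 further: 0% = DMSO wells and 100% = thioflavine S control wells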
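assay system = NS3 helicase fragment of HCV | buffer or medium = MOPS pH 6.5, MgCl2, DTT, Tween20, BSA | timing = 60 min unwinding reaction at 25 °C after ATP addition | signal = Cy5 beacon fluorescence read at start and 1 h | read-out basis = % inhibition of unwinding | control set = low DMSO, high thioflavine S at 110 µM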
IDE cell activ = human IDE activators in live cells, primary screen, fluorescence polarization, HEK cells, FAbeta-B substrate | Insulin-degrading enzyme (Homo sapiens), P14735 | FAbeta-B cleavage; 0% vehicle, 100% cell-free pure enzyme wells | activation, % at 5.96 µM | 0.073% of 340,000 active | AID 493087, 2011;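 active means activation above the mean of all tested compounds plus 3 SD, set per screening campaign, cut at about 17% in these data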
Active calls of the source: *; / = no result given.

SMILES | IDE inh | CRFR2-BP antag | UBC9 SUMO inh | GalR3 antag | IMP-1 inhibitor | p-CIP stab down | VIM-2 inh | NS3 helicase inh | IDE cell activ
O=c1cc(O)nc(SC23CC4CC(CC(C4)C2)C3)[nH]1 | -1 | 5 | 13 | -9 | -1.5 | -14 | -2.6 | 3 | 2
O=C(Nc1ccccc1N1CCN(c2ccc(F)cc2)CC1)c1ccccc1 | 1 | -26 | 4 | -5 | -3.5 | -10 | -3.1 | 3 | 0
Cc1c(CC(=O)NCCC(C)C)c(=O)oc2cc3c(cc12)CCC(C)(C)O3 | -3 | -2 | 9 | -10 | 0.6 | 1 | -0.9 | -11 | -1
COc1ccc(/C=N/Nc2nc(=O)[nH]nc2C)cc1OC | 1 | -6 | 2 | -4 | -4.6 | 3 | -4.9 | -4 | -2
COc1cc(C(=O)NCc2ccc(-n3cccc3)cc2)cc(OC)c1OC | 1 | / | 2 | / | -2.4 | -3 | 1.9 | -13 | -4
CC(=O)N1CCCC1(C(=O)O)c1ccccc1 (stereo not given) | -1 | -8 | 9 | -5 | -1.9 | -4 | -2.5 | 2 | -3
OCCNc1nnc(-c2ccccc2)c(-c2ccccc2)n1 | 0 | -5 | / | 1 | / | / | / | / | -4
Cc1cc(C(=O)N/N=C/c2cccc([N+](=O)[O-])c2)c(C)n1-c1ccccc1 | 7 | 9 | 9 | 6 | -2.3 | -5 | -3.4 | 0 | -3
O=S(=O)(NCc1ccccc1)c1ccc(S(=O)(=O)N(Cc2cccs2)CC2CCCO2)cc1 (stereo not given) | 1 | 18 | 0 | -5 | -0.2 | -20 | -1.9 | -1 | 7
Cc1cc(C)c2nc(C(F)(F)F)nc(N3CC(C)OC(C)C3)c2c1 (stereo not given) | 5 | 26 | -8 | -3 | -4.0 | 6 | -2.6 | 8 | 0
Cc1c(NC(=O)c2nn3c(C(F)(F)F)cc(-c4ccccc4)nc3c2Br)c(=O)n(-c2ccccc2)n1C | 2 | -13 | -9 | -9 | -3.8 | 6 | -4.7 | 3 | 1
COc1ccc(NC(=O)c2ccccc2CC[N+](=O)[O-])cc1 | 1 | 27 | -6 | -6 | -1.5 | -2 | 1.4 | 7 | 6
CC1CC(C)CN(C(=O)c2ccc3c(c2NCCO)C(=O)c2ccccc2C3=O)C1 (stereo not given) | -8 | -39 | -39 | -1 | -5.4 | 34 | -3.0 | -3 | 7
COc1ccc(CCNC(=O)c2nnn(-c3cccc(C)c3)c2N)cc1OC | -2 | 8 | 14 | -8 | -0.4 | 0 | -0.1 | -1 | 2
Cc1nn(C)c(C)c1NC(=O)c1ccc(Cl)cc1 | -2 | 1 | 12 | 1 | -4.0 | -8 | -1.7 | 0 | 6
CN(C(=O)COC(=O)C1=COCCO1)C1(C#N)CCCCC1 | -2 | -1 | / | 11 | / | / | / | / | 4
O=C(O)c1cccnc1-c1ncccc1C(=O)O | 2 | -7 | 32 | -2 | -2.4 | -20 | -1.9 | 21 | 7
CC1(C)CC(=O)C(=Cc2cn(CCC#N)nc2-c2ccc(Cl)cc2)C(=O)C1 | 0 | -7 | 12 | -1 | -0.9 | -9 | -1.2 | 6 | -3
CCOC(=O)c1c(NC(=O)COC(=O)c2cccnc2OCC)sc(C(=O)N(CC)CC)c1C | -7 | 6 | / | 6 | / | / | / | / | 5
Cc1cccc(C)c1NC(=S)N/N=C/c1c(Cl)cccc1Cl | 8 | -1 | 37 | -3 | -2.3 | -23 | -4.2 | 6 | 3
C=CCOC(=O)C1=C(C)NC(=O)NC1/C=C/c1ccccc1OC (stereo not given) | 21* | -5 | 4 | -3 | 0.3 | -1 | -2.1 | -10 | -10
O=[N+]([O-])c1ncn(C23CC4CC(CC(C4)C2)C3)n1 | 2 | 1 | -9 | -1 | -2.1 | -13 | -3.5 | 8 | 2
COc1ccc(CCNC(=O)Cc2cccs2)cc1OC | 3 | 23 | -8 | -8 | -2.9 | -24 | -2.6 | -3 | 4
CCN(CC)Cc1c[nH]c2c(C(=O)OC)cccc12 | 7 | 3 | 13 | 4 | -2.5 | 6 | -0.6 | -5 | 1
CCC/C(=N\NC(=O)CNC(=O)/C=C/c1ccco1)c1ccccc1 | 8 | -19 | 28 | -9 | -1.2 | -18 | -2.8 | -1 | 1
Cc1cccc(N2CCN(C(=O)CCS(=O)(=O)c3ccc4c(c3)oc(=O)n4C)CC2)c1C | 2 | 1 | 2 | 0 | 2.0 | -20 | -0.4 | 28 | 7
O=C(NCCc1ccc(Cl)cc1Cl)C1=CC=CN2CCS(=O)(=O)N=C12 | 2 | 10 | / | -1 | / | / | / | / | -6
O=C(CN1CCN(c2nc(-c3ccccc3)cs2)CC1)NNC(=O)c1ccco1 | 1 | -1 | 6 | -1 | -2.6 | -21 | -1.9 | 5 | -6
COc1ccc2c(CC#N)c[nH]c2c1 | 1 | -75 | -4 | -4 | -1.8 | -3 | -0.9 | -6 | 1
O=C(/N=C1/c2ccccc2CN1c1ccccc1)Nc1ccccc1 | 2 | -4 | 6 | -1 | -4.4 | -2 | 1.8 | -6 | 1
CCCOc1ccc(N2C(=O)CC(SCc3nc4ccccc4[nH]3)C2=O)cc1 (stereo not given) | -3 | -26 | -8 | -4 | -4.4 | -6 | -6.3 | 16 | -3
O=C(NCC1CCCO1)/C(=C/c1ccccc1)NC(=O)c1ccccc1 (stereo not given) | 3 | -5 | 9 | 3 | -1.1 | -16 | -2.1 | 7 | 0
COc1ccc(CC(=O)N/N=C(\C)c2cccc(NC(=O)C3CC3)c2)cc1 | / | -4 | -10 | -3 | -2.0 | 5 | -4.5 | -4 | 10
Fc1ccccc1NC(=S)N1CCC(c2ccccc2)C1 (stereo not given) | 1 | -2 | 8 | -2 | -0.6 | 2 | 0.8 | 1 | -2
CS(=O)(=O)Nc1ccc(C(=O)NCc2cccnc2)cc1 | -1 | 16 | 7 | -9 | -0.2 | 9 | -5.1 | 1 | -1
Cc1ccc(S(=O)(=O)N2CCOC2CNC(=O)C(=O)NCCc2c[nH]c3ccccc23)cc1 (stereo not given) | 1 | -7 | 8 | -5 | -2.6 | -17 | -3.0 | 0 | 5
O=[N+]([O-])c1ccc(CN2CCN(c3ccc([N+](=O)[O-])cc3)CC2)cc1 | 4 | 15 | 16 | -13 | -1.2 | -6 | 0.1 | -19 | -4
COc1cccc(C2/C(=C(/O)c3ccccc3)C(=O)C(=O)N2CCCC(=O)O)c1 (stereo not given) | / | 27 | 34 | -3 | -3.5 | -10 | -0.4 | 1 | 4
COc1cc(Br)cc(CN2CCN(c3ncccn3)CC2)c1O | / | -9 | -12 | -8 | -3.4 | -3 | -1.4 | -6 | 1
COc1ccc(CCNC(=O)CN2C(=O)COc3ccc(S(=O)(=O)N4CCCC4)cc32)c(OC)c1 | -8 | -2 | 0 | 2 | -0.4 | -7 | -0.9 | -1 | 4
CC(O)c1nc2ccccc2n1Cc1ccc([N+](=O)[O-])cc1 (stereo not given) | -6 | 18 | 13 | -4 | -3.1 | -6 | -3.1 | -5 | 2
Cc1ccc(Nc2c(-c3ccccn3)nc3ccc(C)cn23)cc1 | 2 | 5 | -66 | -3 | -5.1 | -5 | -4.0 | -24 | -1
CN(C)[C@@H]1C(=O)C(C(N)=O)=C(O)[C@@]2(O)C(=O)C3=C(O)c4c(O)ccc(Cl)c4[C@@H](O)[C@H]3C[C@@H]12 | 3 | 9 | 63* | / | -2.2 | -14 | 0.1 | 40* | 0
CCC(CO)Oc1cc(NC(=O)Cc2ccccc2F)c2ncn(C(C)C)c2c1 (stereo not given) | -5 | -3 | / | -3 | / | / | / | / | 0
CCN1C(=O)c2ccc(C(=O)NCc3ccco3)cc2C1=O | 0 | 11 | 1 | 2 | -1.8 | 0 | -3.0 | -4 | -3
COc1ccc(OCCC(=O)NC2CCCCC2)cc1 | 1 | 9 | 4 | -3 | -2.4 | 6 | -1.0 | 4 | 4
Cc1onc(-c2ccccc2)c1C(=O)OCC(=O)NC(C)c1ccc(Cl)cc1 (stereo not given) | 2 | -18 | / | -5 | / | / | / | / | 5
NC1=NC(=Nc2cccc(S(N)(=O)=O)c2)c2ccccc21 | -1 | -4 | 20 | -1 | -3.3 | 2 | -5.8 | -3 | -1
CC(CNC(=O)CN1C(=O)NC2(CCCCC2)C1=O)c1ccccc1 (stereo not given) | 3 | 7 | / | -4 | / | / | / | / | 3

11 entries from above, arranged by number of heavy atoms, smallest number first:
SMILES | IDE inh | CRFR2-BP antag | UBC9 SUMO inh | GalR3 antag | IMP-1 inhibitor | p-CIP stab down | VIM-2 inh | NS3 helicase inh | IDE cell activ
COc1ccc2c(CC#N)c[nH]c2c1 | 1 | -75 | -4 | -4 | -1.8 | -3 | -0.9 | -6 | 1
CC(=O)N1CCCC1(C(=O)O)c1ccccc1 (stereo not given) | -1 | -8 | 9 | -5 | -1.9 | -4 | -2.5 | 2 | -3
O=[N+]([O-])c1ncn(C23CC4CC(CC(C4)C2)C3)n1 | 2 | 1 | -9 | -1 | -2.1 | -13 | -3.5 | 8 | 2
NC1=NC(=Nc2cccc(S(N)(=O)=O)c2)c2ccccc21 | -1 | -4 | 20 | -1 | -3.3 | 2 | -5.8 | -3 | -1
Cc1cccc(C)c1NC(=S)N/N=C/c1c(Cl)cccc1Cl | 8 | -1 | 37 | -3 | -2.3 | -23 | -4.2 | 6 | 3
Cc1ccc(Nc2c(-c3ccccn3)nc3ccc(C)cn23)cc1 | 2 | 5 | -66 | -3 | -5.1 | -5 | -4.0 | -24 | -1
O=C(/N=C1/c2ccccc2CN1c1ccccc1)Nc1ccccc1 | 2 | -4 | 6 | -1 | -4.4 | -2 | 1.8 | -6 | 1
O=C(NCC1CCCO1)/C(=C/c1ccccc1)NC(=O)c1ccccc1 (stereo not given) | 3 | -5 | 9 | 3 | -1.1 | -16 | -2.1 | 7 | 0
Cc1c(CC(=O)NCCC(C)C)c(=O)oc2cc3c(cc12)CCC(C)(C)O3 | -3 | -2 | 9 | -10 | 0.6 | 1 | -0.9 | -11 | -1
COc1ccc(CCNC(=O)c2nnn(-c3cccc(C)c3)c2N)cc1OC | -2 | 8 | 14 | -8 | -0.4 | 0 | -0.1 | -1 | 2
CCOC(=O)c1c(NC(=O)COC(=O)c2cccnc2OCC)sc(C(=O)N(CC)CC)c1C | -7 | 6 | / | 6 | / | / | / | / | 5
